# Source: PubChem
# Cav3 T inh: Cav3.2 calcium influx blockers – cell-based, Fluo-4 calcium fluorescence, FDSS, MLSMR library, primary screen. Voltage-dependent T-type calcium channel subunit alpha-1H (Homo sapiens), O95180. Cav3.2-expressing cells; active compounds read low. B-score at 10 µM. actives 4% (n = 100,000). AID 449739, 2010;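 active = single-dose well whose peak fluorescence ratio is a statistical outlier from its plate by either plate-standardised score or position-corrected B-score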
# Active calls of the source: *; & = joins results of further samples.
compound	Cav3 T inh
Cc1noc(C)c1CSc1ccccc1C(=O)Nc1nccs1	-0.0025
O=C(Cn1[nH]c(=O)c2ccccc2c1=O)NC1CCCCCC1	-0.39
CN1CCN(C(CNS(=O)(=O)c2ccc(F)cc2)c2cccnc2)CC1 (stereo unspecified)	-0.38
Cc1cccc2cc(COC(=O)c3ccccn3)c(=O)[nH]c12	0.5
O=C(CSc1nnc(-c2cnccn2)n1Cc1ccco1)c1ccc(Cl)c(Cl)c1	-1.1
O=C(Nc1ccccc1)NC1CCCCC1	-0.58
COC(=O)c1oc2ccc(Cl)cc2c1N	-0.97
Cc1ccc(S(=O)(=O)Nc2cccc3cccnc23)cc1	-0.56
Cc1cccc(C)c1NC(=O)CSc1ncnc2nc[nH]c12	-0.22
O=[N+]([O-])c1cc(C(F)(F)F)ccc1Sc1nccn1Cc1ccccc1	-2.4
O=C(Cc1cn2ccsc2n1)NCc1ccccc1	1.5
Cc1cccc(C)c1NC(=O)C1CCCNC1 (stereo unspecified)	-0.27

# The list goes on; it opens with the 2 that closed the last part.
compound	Cav3 T inh
O=C(Cc1cn2ccsc2n1)NCc1ccccc1	1.5
Cc1cccc(C)c1NC(=O)C1CCCNC1 (stereo unspecified)	-0.27
CN(C(=O)c1ccncc1)c1nnc(-c2cnccn2)s1	0.19
CC1(C)CN=C(NC2CCCCC2)S1	0.98
COc1cccc(-c2cc(C(=O)Nc3ccc(OC)c(OC)c3)no2)c1	0.17
O=C1CC(c2cccnc2)c2cc3c(cc2N1)OCCO3 (stereo unspecified)	0.56
CCOc1ccc(Nc2nc(Cc3nnc(SCC(=O)NC4CCCC4)n3C)cs2)cc1	-0.15
COc1ccc(/C=N/c2oc(-c3ccccc3)cc2C#N)cc1	-0.67
CCc1ccc(C(=O)Cn2ncc(Cl)c(Cl)c2=O)cc1	1
Cc1ccc(SCC(=O)N(Cc2nc(-c3ccccc3)no2)C(C)C)cc1	-2.7
CCC(=O)Nc1cc(NC(=O)CSc2nnc(C(C)C)n2CC)ccc1C	-0.88
COc1cc(-c2csc(N3CCOCC3)n2)cc(OC)c1OC	0.61
CCOc1nc(-c2ccncc2)nc2ccccc12	-0.23
Cn1c(=O)c(=O)n(C)c2cc(S(=O)(=O)N3CCCCC3)ccc21	0.63
C=CCn1c(SCc2ccc(F)cc2)nc2c1c(=O)[nH]c(=O)n2C	0.81
CC(NC(=O)NC1CCCCC1)C(c1cccs1)N1CCOCC1 (stereo unspecified)	0.088
COc1ccc(S(=O)(=O)N2CCN(Cc3ccc(Cl)cc3)CC2)cc1	-0.22
CC1CCc2sc3c(c2C1)c1ncnn1c(=O)n3CC(=O)c1ccc(Br)cc1 (stereo unspecified)	-0.082
CCOc1ccc(NC(=O)CSCC(=O)O)cc1	-0.37
O=c1cc(N2CCN(c3ccc(F)cc3)CC2)[nH]c(=O)n1Cc1ccc(F)cc1	-8.8*
CCOC(=O)CCc1c(C)n(CC)c2ncnn2c1=O	-0.00081
C=CCN1C(=O)NC2(O)C(=O)c3ccccc3C12O (stereo unspecified)	0.42
COc1cc([N+](=O)[O-])ccc1NC(=O)C[n+]1cccc(C)c1	0.79
Cc1ccc(C)c(CSc2nnc(-c3cccs3)n2Cc2ccco2)c1	-0.11
CN1C(=O)c2ccccc2Sc2ccc(NC(=O)N3CCCC3)cc21	-0.022
COc1cc(C(=O)Nc2ccc(O)cc2)ccc1OC(C)=O	-0.73
O=C(NS(=O)(=O)c1ccc2c(c1)OCCO2)c1ccccc1	0.026
CCOC(=O)C1CCN(c2c(Nc3ccc4c(c3)OCCO4)c(=O)c2=O)CC1	-0.042
O=C(CCSCCC(=O)NCC1CCCO1)NCC1CCCO1 (stereo unspecified)	0.04
O=C(CSc1nc(Nc2ccccc2)nc(N2CCOCC2)n1)Nc1ccccc1Cl	-0.25
CN=C1SC(CC(=O)Nc2ccc(C(=O)O)cc2)C(=O)N1C (stereo unspecified)	1.3
Cc1cc(=O)oc2ccc(OCC(=O)N(Cc3ccc(F)cc3)Cc3ccco3)cc12	-5.1*
CCOC(=O)C1C2C=CC3(CN(c4cccc(Cl)c4)C(=O)C13)O2 (stereo unspecified)	0.057
Cc1cccc(NC(=O)c2ccccc2NC(=O)C2CCCCC2)c1C	-0.89
COc1ccc(N(C(=O)c2ccco2)C(C(=O)NC2CCCC2)c2cccs2)cc1OC (stereo unspecified)	1.4
O=C(COc1ncnc2c(Cl)cc(Cl)cc12)N1CCN(S(=O)(=O)c2ccccc2)CC1	0.73
CCn1c(Cc2ccc(OC)cc2)nnc1SCC(=O)Nc1cccc(C(=O)OC)c1	-1.4
CN(C)c1nc(C#N)nc(N2CCOCC2)n1	0.46

# The final 6 records of the section before come first, to join the parts:
compound	Cav3 T inh
CCOC(=O)C1C2C=CC3(CN(c4cccc(Cl)c4)C(=O)C13)O2 (stereo unspecified)	0.057
Cc1cccc(NC(=O)c2ccccc2NC(=O)C2CCCCC2)c1C	-0.89
COc1ccc(N(C(=O)c2ccco2)C(C(=O)NC2CCCC2)c2cccs2)cc1OC (stereo unspecified)	1.4
O=C(COc1ncnc2c(Cl)cc(Cl)cc12)N1CCN(S(=O)(=O)c2ccccc2)CC1	0.73
CCn1c(Cc2ccc(OC)cc2)nnc1SCC(=O)Nc1cccc(C(=O)OC)c1	-1.4
CN(C)c1nc(C#N)nc(N2CCOCC2)n1	0.46
O=C(COc1cccc(Cl)c1)Nc1ccc(N2CCOCC2)cc1	1.1
COc1ccc(-c2cn3cc(C)ccc3n2)cc1OC	0.35
Cc1cccc(N2C(=O)CS/C2=N\NC(=O)c2ccc(Cl)cc2)c1C	-0.21
CC(C)CN(C#N)c1nc(N2CCOCC2)nc(N2CCOCC2)n1	0.79
Cc1ccc(-c2cc(C(=O)Nc3cc(C)on3)c3ccccc3n2)c(C)c1	0.034
COc1ccc2c(c1OC)C(=O)N1c3ccccc3C(=O)N(c3ccc(F)cc3)C21 (stereo unspecified)	-1.8
CCOC(=O)C1CCCN(C(=O)CCCOc2cc(=O)n(C)c3ccccc23)C1 (stereo unspecified)	0.89
CCOc1ccc(N2CC(=O)SC2=S)cc1	0.38
CCOC(=O)N1CCN(c2ccc(S(=O)(=O)N(Cc3ccccc3)Cc3ccccc3)cn2)CC1	0.64
CCCCn1c(=O)cc(N2CCOCC2)[nH]c1=O	0.22
CCOCCCNC(=O)C(NC(=O)CNC(=O)c1ccccc1)c1ccc(C)cc1 (stereo unspecified)	-0.11
CCOCCCNC(=O)c1ccc(CS(=O)(=O)Cc2cccc(C)c2)o1	0.91

# Additional results
compound	Cav3 T inh
COc1ccc(/C=C\C(=O)NCc2ccc3[nH]c(C)cc3c2)cc1OC	-0.99
O=S(=O)(CCSc1nc2ccccc2o1)Cc1ccccc1	-0.15
CCC(C)[C@H](N)c1cn([C@@H](CCCCN)C(=O)N2CCNCC2)nn1 (stereo partly specified)	0.53
CCOC(=O)c1cnc(SC2CC(=O)N(c3ccc(C)cc3)C2=O)nc1N (stereo unspecified)	1
Cc1ccccc1C(=O)N1CCC(C(=O)Nc2cccc(F)c2)CC1	0.073
O=C1NC2(CCc3ccccc32)C(=O)N1CCOc1ccc(Cl)cc1 (stereo unspecified)	-4.8*
CCOC(=O)c1cc2cc(F)ccc2nc1C	0.87
Cn1c(=O)oc2cc(S(=O)(=O)NC(Cc3ccccc3)C(=O)N3CCCCC3)ccc21 (stereo unspecified)	-0.49
Cc1cccc(C(=O)Oc2ccccc2C2C[C@]3(C)CC(=O)NC3N2C(=O)c2cccc(C)c2)c1 (stereo partly specified)	0.034
COc1cccc(CC(NC(C)=O)C(=O)NC2CCN(S(=O)(=O)c3ccc4ccccc4c3)CC2)c1 (stereo unspecified)	-0.013
COc1cccc(Cn2c(C3CC3)nc3ccc(NC(=O)c4ccco4)cc3c2=O)c1	-1.6
O=C(Nc1nccs1)c1c(O)c2cccc3c2n(c1=O)CCC3	-0.68
Cc1ccc2[nH]c(-c3ccccc3)c(CN(C)C)c(=O)c2c1	-0.19
CCOC(=O)N1CCN(CC(=O)n2c(C)c(C)c3ccccc32)CC1	-0.35
COc1ccc(OC)c(-c2cc(C(=O)N3CCc4ccccc4C3)no2)c1	0.73
O=P(c1ccccc1)(c1ccccc1)C(O)c1ccco1 (stereo unspecified)	-1.3
CCOc1ccccc1OCC(=O)Nc1ccc(S(=O)(=O)Nc2nc(C)cc(C)n2)cc1	1.3
CCCn1cc(SCC(=O)NCC2CCCO2)c2ccccc21 (stereo unspecified)	0.029
O=C(CCCN1C(=O)c2ccccc2C1=O)OC1CSCC1NC(=O)c1ccccc1 (stereo unspecified)	0.019
CSc1ccccc1NC(=O)c1cc(C)on1	0.024
COc1ccc(/C=N\NC(=O)C2C(=O)NCC2c2ccccc2)cc1O (stereo unspecified)	0.99
Cc1ccccc1OCc1nnc(SCC(=O)N2CCc3ccccc32)n1C	0.75
COc1ccc(-c2nnc(SCc3ccccc3F)o2)cc1	-0.3
O=C(c1ccc(Br)cc1)N1CCN(S(=O)(=O)c2ccccc2)CC1	-0.089
COCCCNC(=O)c1ccc(Cn2c(=O)c3ccccc3n(Cc3ccccc3C#N)c2=O)cc1	-0.07
CCC(=O)N(Cc1ccc(S(N)(=O)=O)cc1)C1CC(=O)N(c2ccc(OC)cc2)C1=O (stereo unspecified)	-0.0028
CC(C)c1ccc(C2C3=C(CC(C)(C)CC3=O)NC3=C2C(=O)c2ccccc23)cc1 (stereo unspecified)	-2.2
O=C(Nc1ccccc1N1CCN(C(=O)c2ccc(Cl)cc2)CC1)c1cc2ccccc2o1	-3.1*
Cc1cccc(-c2nsc(SCC(=O)NCc3ccco3)n2)c1	-3.9*
Cn1nc(C(F)(F)F)c(/C=N/OC(=O)c2ccccc2)c1Cl	1.8
Cn1c(=O)n(C)c2cc([N+](=O)[O-])c(N3CCN(C(=O)c4ccccc4Cl)CC3)cc21	0.86
CC(C)(C)C(=O)COC(=O)c1ccccc1O	-0.46
COCCNC(=O)c1onc(CSc2cc(C)cc(C)c2)c1C(=O)NCCOC	-0.56
Cn1nnc(NC(=O)C(c2ccccc2)c2ccccc2)n1	-0.18
CC(C)CC(NC(=O)C1CCC(C)CC1)C(=O)NCc1cccnc1 (stereo unspecified)	-0.00014
COc1cccc(-c2nc(N3CCCCC3C)c3ccccc3n2)c1O (stereo unspecified)	0.48
O=C(c1csc2ccccc12)N1CCN(c2ccccn2)CC1	-0.3
CCCCNC(=O)c1cc2nc3c(c(C(F)(F)F)n2n1)CCc1ccccc1-3	-0.35
CCOC(=O)C1=C(C)NC(SCC(=O)Nc2nc(C)cs2)=C(C#N)C1c1cccs1 (stereo unspecified)	-6.9*
O=C(NCN1C(=O)C2C3C=CC(C3)C2C1=O)Nc1nccs1 (stereo unspecified)	-0.2
Cc1nn(Cc2ccccc2)c(N)c1-c1ccccc1	0.16
COc1ccc(CSc2nnc(N)s2)cc1F	0.39
Cc1occc1-c1nnc(SCC(=O)Nc2ccc(F)cc2)n1Cc1ccccc1	-6.2*
Cc1ccc(C)c(N(CC(=O)NC2CCCC2)C(=O)CCCC(=O)Nc2ccccn2)c1	-0.84
O=C(Cc1sc(-c2ccccc2)nc1-c1ccccc1)Nc1ccccc1	0.24
CCOC(=O)C1=NN(c2ccccc2)C2(S1)SC(C(C)=O)=C(C)N2c1ccccc1 (stereo unspecified)	-4.8*
Cc1nn(-c2c(Cl)cc(Cl)cc2Cl)c(=O)c2ccccc12	-5*
CCN(CC)S(=O)(=O)c1ccc2c(c1)C(=NO)c1cc(S(=O)(=O)N(CC)CC)ccc1-2	-5.7*

# No new results follow: entries from further up.
compound	Cav3 T inh
O=C(Cc1sc(-c2ccccc2)nc1-c1ccccc1)Nc1ccccc1	0.24
CCOC(=O)C1=NN(c2ccccc2)C2(S1)SC(C(C)=O)=C(C)N2c1ccccc1 (stereo unspecified)	-4.8*
Cc1nn(-c2c(Cl)cc(Cl)cc2Cl)c(=O)c2ccccc12	-5*
CCN(CC)S(=O)(=O)c1ccc2c(c1)C(=NO)c1cc(S(=O)(=O)N(CC)CC)ccc1-2	-5.7*

# (listing goes on)
compound	Cav3 T inh
CC(C)c1ccccc1NC(=O)CCCC(=O)O	0.031
COc1ccc(CN2C3CCCC2CC(NC(=O)Nc2ccccc2)C3)cc1 (stereo unspecified)	-0.83
Cc1ccc(C(=O)Oc2oc(-c3ccco3)nc2C=Nc2ccccc2)cc1	-0.56
Cc1cc(C)cc(OCc2nnc(SCC(=O)OC(C)C)o2)c1	-2.9
O=C(O)CCSc1ccc2ccccc2n1	0.54&0.46
COc1ccc(C(=O)N2CCCC(c3nc(-c4cc(OC)c(OC)c(OC)c4)no3)C2)cc1 (stereo unspecified)	-2.2
Cc1ccc(C(C#N)N2CCOCC2)cc1 (stereo unspecified)	-0.82
CCOC(=O)C1CCCN(C(=O)c2cc3nc(-c4cccc(OC)c4)cc(C(F)(F)F)n3n2)C1 (stereo unspecified)	-2.6
CN(C)c1ccc(C2N(c3ccc(Cl)cc3)C(=O)C3CCCN32)cc1 (stereo unspecified)	-1.1
CCOC(=O)C1CCCN(C(=O)C2CCN(S(=O)(=O)CC)CC2)C1 (stereo unspecified)	0.98
COc1ccc(NS(=O)(=O)c2ccc(-n3nnc4ccccc43)c([N+](=O)[O-])c2)cc1	-2
Nc1nc(Cn2nnc(-c3ccccc3F)n2)nc(N2CCOCC2)n1	0.043
CCOC(=O)c1ccc2c(c1)nc(C)n2CC	2.2
O=C(CCCC(=O)N(CC(=O)NC1CCCCC1)Cc1ccc2c(c1)OCO2)Nc1ccccn1	-0.034
COc1cc(OC)cc(-n2nnnc2SCC(=O)NCc2ccc3c(c2)OCO3)c1	0.8
Cn1c(-c2ccccc2)cnc1SCC(N)=O	-0.15
Cc1cn(C(=O)c2ccccc2)c(=S)n1-c1ccc(Br)cc1	-2.2
O=C(COC(=O)c1ccc(NS(=O)(=O)c2ccc3c(c2)OCCO3)cc1)NCC1CCCO1 (stereo unspecified)	-0.0035
CCn1nnnc1-c1ccc(OC)c(S(=O)(=O)Nc2ccc(C(=O)OC)cc2)c1	1.1
COc1ccc(CCN2CC(C(=O)O)CC2=O)cc1OC (stereo unspecified)	-0.031

# The list is partial, so the mix of outcomes need not match the whole.
